HT1080 IDH1KD tx: HT-1080 IDH1 knockdown cell toxicity (counter line); HT-1080 IDH1 knockdown viability, ATP luminescence, 48 h; Potency, µM (top dose mostly 46.1 µM), inactives show at the highest dose activity, negative = toxicity, actives largely listed as cytotoxic; hit rate 2% among 360,000; AID 686971;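 also: potency is read from the fitted curve at half-maximal effect; 0% = DMSO wells and -100% = cell-free medium wells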
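% activity derives from luminescence (CellTiter-Glo), normalised to DMSO and no-cell wells. HT-1080-IDH1KD cells, 750/well, had 48 h compound exposure at 37 °C.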
MCF10A rereplic: induces DNA re-replication in MCF 10a normal breast cells | MCF 10A DNA re-replication, Hoechst nuclear intensity, 48 h | Potency, µM (series often up to 46.1 µM), inactives show at the top dose activity, positive = re-replication, hits mostly activators | hit rate 2.9% among 350,000 | AID 624296; also: potency is read from the fitted curve at half-maximal effect; % of control where 0% means no effect; nearly all actives have a fitted effect of over 50% in size
ATXN2 expr inh: inhibitors of ATXN2 expression; HEK-293 ATXN2-luciferase reporter, luminescence, 24 h; Potency, µM (doses to about 57 µM), without a hit: at the highest dose activity change, negative = inhibition, most hits filed as inhibitors; hit rate 0.72% among 360,000; AID 1745845; also: potency is read from the fitted curve at half-maximal effect; % is scaled to controls: 0 for no effect and ±100 for the full control effect; nearly all actives have a fitted effect of over 55% in size
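qHTS (up to 57 uM final) was run with 24 h compound exposure of reporter cells at 37 °C. Each well was multiplexed: SteadyGlo luminescence measured ATXN2-luciferase expression after a fluorogenic Gly-Phe-AFC viability readout (25 uM final).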
HT1080-NT tox: kills 2HG-producing HT-1080-NT fibrosarcoma cells. Potency, µM (series often up to 46.1 µM), for inactives: at the highest dose activity, negative = less viability, hits mostly cytotoxic. HT-1080-NT fibrosarcoma viability, CellTiter-Glo ATP luminescence, 48 h. hit rate 1.6% among 360,000;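 also: NT is the 2HG producing partner of a matched IDH1 knockdown line; potency is read from the fitted curve at half-maximal effect; 0% = DMSO-treated cells and -100% = media-only wells without cells; nearly all actives have a fitted effect of over 55% in size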
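Viability of the 2HG-overproducing fibrosarcoma line after 48 hours of compound exposure at 37 degrees C was determined by luminescence with CellTiter-Glo, and concentration-effect curves were then fitted and categorized.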
SW480 rerep: inducers of DNA re-replication in SW480 colon cancer cells; hit rate 1.8% among 340,000; SW480 DNA re-replication, Hoechst DNA content imaging, 48 h; Potency, µM (doses to about 46.1 µM), for inactives: top-dose re-replication activation, usual class: activators; also: potency is read from the fitted curve at half-maximal effect; % of control where 0% means no effect; nearly all actives have a fitted effect of over 55% in size
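SW480 cells exposed to compounds for 48 hr at 37 C, 5% CO2, then Hoechst-stained 40 min. Nuclear DNA content imaged by fluorescence scanning (405 nm excitation, 500-530 nm emission); re-replication scored as increased high-intensity nuclei.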
ATXN viability: reduces viability in counter-screen for ATXN expression inhibitors; S2 cells (HEK-293 line with an ATXN2-luciferase reporter) viability, CellTiter-Fluor protease fluorescence, 24 h; Potency, µM (series often up to 56.7 µM), hits mostly cytotoxic; hit rate 0.49% among 400,000; AID 651635; also: potency is read from the fitted curve at half-maximal effect; nearly all actives have a fitted effect of over 40% in size
KB-3-1 cytotox: kills parental KB-3-1 adenocarcinoma cells. KB-3-1 viability, CellTiter-Glo ATP luminescence, 72 h. Potency, µM (titrated, usually from 46.1 µM), for inactives: top-dose activity change, negative = cytotoxic, actives largely listed as cytotoxic. hit rate 1.4% among 400,000; also: potency is read from the fitted curve at half-maximal effect; % is scaled to controls: 0 for no effect and ±100 for the full control effect; nearly all actives have a fitted effect of over 60% in size
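Cytotoxicity in the drug-sensitive parental line KB-3-1 was scored as loss of CellTiter-Glo luminescence following 72 h incubation with compound. Values come from curve fitting of normalized concentration-response data.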
HepG2 viability: kills HepG2 cells in TGF-b inhibitor counter-screen; HepG2 CAGA-GFP viability, ATP luminescence, 18 h; Potency, µM (titrated, usually from 46.1 µM), without a hit: top-dose activity change, negative = cytotoxicity, hits mostly cytotoxic; hit rate 0.76% among 410,000; AID 588856; also: potency is read from the fitted curve at half-maximal effect; some results filed as inactive show a strong effect at the top dose
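HepG2 CAGA-GFP cells (1000/well, DMEM with 1% FBS) received compound, then TGF-beta at 500 pg/mL final, and were incubated 18 hours at 37 degrees C. Viability was read by CellTiter-Glo luminescence. Media-only wells were set as complete cell-killing and DMSO as no toxicity.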
IL-1B inflam inh: blocks inflammasome-driven IL-1 beta release | activity change, % at 57.5 µM | hit rate 4.7% among 360,000 | THP-1 LPS/ATP IL-1B secretion, AlphaLISA, 16 h; stronger effect = lower value | AID 743279; in the data active = activity change below about -50%; inconclusive = mostly about -30% to -49%; also: % is scaled to controls: 0 for no effect and ±100 for the full control effect
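THP-1 cells pretreated 1 hr with compounds (up to 57.5 uM final), then stimulated with LPS (250 ng/mL final) plus ATP (1.25 mM final); secreted IL-1B measured by AlphaLISA after 16 hr, decreased signal indicating inhibition.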
The depositor's hits bear a star; i = inactive; ? = inconclusive; nt = not tested or not shown; & = joins results of further samples; [ ] = remark or other dose. Unless noted, calls follow the shape of the dose curve; as a rule, active = well fitted curve in the direction sought with a large enough effect; inconclusive = small, poorly fitted or top-dose-only effect, or another doubt; inactive = no such curve, though single readings can be large; an effect the other way counts as inactive or inconclusive.

Every second line gives: HT1080 IDH1KD tx, MCF10A rereplic, ATXN2 expr inh, HT1080-NT tox, SW480 rerep, ATXN viability, KB-3-1 cytotox, HepG2 viability, IL-1B inflam inh
#1 CC(C)N(C1=CC(=O)OC12CCCCC2)C(C)C
 : 20%, -4%, 19%, 19%, -1%, i, 12%, -65%, -6
#2 CC(C)CNC(=O)c1ccccc1Oc1ccccc1
 : -2%, -1%, -29%, -1%, -2%, i, -7%, -22%, -19
#3 O=S(=O)(Nc1c(F)cccc1F)c1ccc2c(c1)OCCO2
 : -1%, 0%, 0%&-6%, -2%, -9%, i, 4%&-4%, 3%&-3%, -5
#4 COc1ccccc1N1CCN(Cc2cc3c(cc2[N+](=O)[O-])OCO3)CC1
 : -2%, 3%, 189%[activator], -1%, -11%, i, -11%, -25%, 18
#5 O=C(COC(=O)c1ccc([N+](=O)[O-])o1)Nc1ccc2c(c1)OCO2
 : 8%, -2%, 3%, 5%, -1%, i, -19%, -18%, -16
#6 O=C(CCSc1nnc(-c2ccco2)o1)Nc1ccc(Cl)cc1
 : -20%, 2%, -7%, 0%, -8%, i, -10%, -23%, 5
#7 COc1ccc(C2(CNC(=O)C(=O)Nc3ccc(C)cc3)CCOCC2)cc1
 : -4%, 4%, 25%, 6%, 1%, i, 17%, 10%, -20
#8 CCOc1ccc(-c2ccc(C=O)o2)c([N+](=O)[O-])c1
 : 3%, 10%, 7%, 16%, 0%, i, 17%, -4%, -6
#9 Cc1ccc(N(CCC#N)C(=O)CN2C(=O)NC(Cc3ccccc3)C2=O)cc1 (stereo unspecified)
 : 5%, 2%, 4%, 0%, 0%, i, 5%, 11%, -6
#10 CC1(C(=O)NCCN2CCOCC2)C=CCN1C(=O)c1ccccc1 (stereo unspecified)
 : -5%, 1%, 33%[activator], -3%, 4%, i, -18%, 10%, -14
#11 COc1ccc(CC(=O)NCc2ccc(F)cc2)cc1S(=O)(=O)N1CCOCC1
 : 6%, 3%, -11%, 0%, -6%, ?, -4%, 8%, 9
#12 CCC(NC(=O)c1oc2ccccc2c1COC)c1ccc(OC)cc1 (stereo unspecified)
 : -1%, 14%, 5%, 4%, -7%, i, 2%, 2%, -4
#13 CCCCn1c(N)c(N(CCC(C)C)C(=O)Cc2ccc(S(=O)(=O)N3CCOCC3)s2)c(=O)[nH]c1=O
 : 1%, 0%, -6%, -4%, 4%, i, 10%, 0%, 17
#14 COc1ccccc1NC(=O)CNC(=O)Cn1c(C)cc2ccccc2c1=O
 : -3%, -2%, -7%, -9%, 0%, i, -3%, -41%, -9
#15 OC[C@@H]1CN(Cc2ccc(-c3ccccc3)cc2)C[C@H](n2cnc3c(NC4CCC4)ncnc32)O1
 : 16µM*, nt, ?, 13µM*, nt, 18µM*, ?, -19%, -18
#16 COCCNC(=O)C1(C)CCCN(C(=O)c2ccc3snnc3c2)C1 (stereo unspecified)
 : 15%, nt, 1%, 19%, nt, i, 0%, -20%, -8
#17 CCOC(=O)C1C(=O)CC(C)(O)C(C(=O)OCC)C1c1ccc(N(CC)CC)cc1 (stereo unspecified)
 : -2%, 20%, -9%, -3%, 0%, i, -5%, -17%, -7
#18 COc1cc(SC)ccc1C(=O)NCC1CCCO1 (stereo unspecified)
 : 1%, 3%, 32%, 5%, 0%, i, 8%, 14%, -17
#19 COc1ccc(Cc2nn3c(Cn4nnc5ccccc54)nnc3s2)cc1
 : 1%, -2%, 4%, 2%, -1%, i, -8%, 6%, -12
#20 O=C(O)C1C2CC3OC(=O)C1C3C2 (stereo unspecified)
 : -3%, 0%, 1%, 0%, 1%, i, -4%, 2%, 15
#21 O=C1NC[C@H](CCCCN2C[C@H](Cc3ccc(O)cc3)N(CCC3CCCCC3)C(=O)C2=O)N(CCc2ccccc2)C1=O
 : 11%, nt, 19%, 13%, nt, i, 19%, nt, -6
#22 O=C(Nc1ccccc1C(F)(F)F)c1cc(S(=O)(=O)N2CCC3(CC2)OCCO3)ccc1F
 : 7%, 1%, -1%, 10%, -1%, i, 14%, 0%, 6
#23 O=C1CCCN2N=C(SCC(=O)Nc3ccc(OC(F)(F)F)cc3)SC2=N1
 : -4%, -2%, -16%, -7%, -9%, i, -2%, -36%, 45
#24 O/N=C1/CCCSc2ccccc21
 : 1%, 0%, -3%, 3%, 16%, i, -6%, -18%, -5
#25 CS(=O)(=O)c1ccc(C(=O)Nc2ccc(-c3nc4ccccc4[nH]3)cc2)cc1
 : 1%, 21%, -4%, -2%, 28%, i, -5%, -3%, 6
#26 NC(=S)N=Nc1c(O)[nH]c2cc(F)c(F)cc12
 : 9%, -4%, -8%, 16%, nt, i, 21%, -5%, 0
#27 O=C(/C=C/c1ccc2c(c1)OCO2)Nc1nncs1
 : 1µM*, ?, -22%, ?, -14%, i, 5.8µM*, -43%, 0
#28 Cc1ccc(C2=NN(C(=O)CCC(=O)O)C(c3ccc4c(c3)OCO4)C2)cc1 (stereo unspecified)
 : -4%, -53%[inhibitor][9.22 µM], -7%, -6%, -1%, i, -19%, 1%, 12
#29 COc1cc(NC(=O)Cn2nnc(-c3ccncc3)n2)cc(OC)c1
 : -1%, -2%, -12%, -4%, -4%, i, 4%, -16%, 0
#30 COc1ccc(C(=O)Nc2nnc(C3=COCCO3)o2)cc1
 : -1%, 3%, 2%, -11%, 18%, i, -2%, -1%, 11

Brought forward from above: two entries; new compounds follow.
item	compound	HT1080 IDH1KD tx	MCF10A rereplic	ATXN2 expr inh	HT1080-NT tox	SW480 rerep	ATXN viability	KB-3-1 cytotox	HepG2 viability	IL-1B inflam inh
29	COc1cc(NC(=O)Cn2nnc(-c3ccncc3)n2)cc(OC)c1	-1%	-2%	-12%	-4%	-4%	i	4%	-16%	0
30	COc1ccc(C(=O)Nc2nnc(C3=COCCO3)o2)cc1	-1%	3%	2%	-11%	18%	i	-2%	-1%	11
31	CCN(CC)S(=O)(=O)c1ccc(N(C)C)c(NC(=O)C2CCCC2)c1	-1%	13%	-3%	-9%	7%	i	?	0%	-54*
32	CCC(C(=O)NCc1ccc(F)cc1)N(Cc1cccs1)C(=O)c1snc(C(N)=O)c1N (stereo unspecified)	-2%	-14%	15%	-18%	0%	i	-13%	-14%	-7
33	O=C(Nc1cc(S(=O)(=O)N2CCOCC2)ccc1N1CCOCC1)c1cn2ccccc2n1	0%	8%	-18%	4%	-1%	i	-12%	-3%	-24
34	COc1ccc(-c2cc(=O)[nH]c3ccccc23)cc1	-21%	0%	5%	-16%	-27%	i	-12%	-8%	-52*
35	O=C(CCc1nnc(Cc2cccc(C(F)(F)F)c2)o1)NC1CC1	11%	1%	-10%[11.3 µM]	7%	-15%	i	-3%	-3%	5
36	Cc1cc(C(=O)Nc2ccccc2N2CCOCC2)ccc1[N+](=O)[O-]	-2%	3%	-4%	7%	-8%	i	-4%	-10%	4
37	Cc1cc(Cl)ccc1C(=O)C1CCCN(C(=O)c2ccoc2)C1 (stereo unspecified)	-9%	-6%	-4%	-12%	0%	i	-24%	-27%	-7
38	c1ccc(-c2nnc(-c3ccco3)o2)cc1	13%	5%	42%[activator]	7%	0%	i	-19%	-25%	4
39	Cc1ccc(C(C)C)c(OCCCN2C(=O)NC(C)(C)C2=O)c1	1%	?	-1%	-1%	10%	i	-26%	-26%	1
40	COCCNc1ccnc2c(Cl)cccc12	20%	-39%[inhibitor]	-15%	9%	-3%	i	-14%	1%	49
41	COc1ccc(-c2ccccc2)cc1NC(=O)c1cccs1	-22%	-1%	-17%	-17%	-3%	i	-1%	11%	?
42	COC(=O)c1ccccc1NC(=S)N(Cc1ccc2c(c1)OCO2)Cc1cc2cc(OC)ccc2[nH]c1=O	-3%	?	-11%	1%	nt	i	-5%	-23%	0
43	Cc1ccc2c(c1)C1CN(C)CCC1N2S(=O)(=O)c1cccc(F)c1 (stereo unspecified)	-4%	-3%	0%	-1%	-7%	i	-7%	-7%	-16
44	CN(CCc1ccccn1)C(=O)CC1C(=O)NCCN1Cc1cccc(F)c1 (stereo unspecified)	-2%	7%	-6%	1%	2%	i	-16%	-1%	14
45	C/C(CC(=O)Nc1ccc2c(c1)OCCO2)=N\NC(=O)COc1ccc(C)cc1Br	-11%	2%	12%	-7%	-9%	i	-1%	-13%	3
46	CCOC(=O)c1c(-c2ccccc2)oc2cc(CN(C)C)c(O)c(CN(C)C)c12	11µM*	?	14µM*	?	?	i	?	-48%	66
47	C=CC(=O)N(CCC)C(c1ccccc1)c1ccccc1OC (stereo unspecified)	-3%	?	?	-3%	0%	i	?	-25%	-27
48	CCOc1ccc(CNC(=O)c2ccc(-c3nc(CS(=O)(=O)c4ccccc4)c(C)o3)cc2)cc1	nt	nt	-8%	nt	nt	i	-3%	-7%	nt
49	CSc1nc2ccc(S(=O)(=O)N3CCOCC3)cc2s1	1%	2%	53%[activator]	-20%	0%	i	6%	5%	-14
50	CCN(CC(=O)NCc1ccccn1)S(=O)(=O)c1ccc(OC)cc1	7%	-15%	-3%	9%	-13%	i	1%	-34%	0

3 entries from above, ordered by their value in IL-1B inflam inh, rising:
entry | mol | IL-1B inflam inh
49 | CSc1nc2ccc(S(=O)(=O)N3CCOCC3)cc2s1 | -14
50 | CCN(CC(=O)NCc1ccccn1)S(=O)(=O)c1ccc(OC)cc1 | 0
46 | CCOC(=O)c1c(-c2ccccc2)oc2cc(CN(C)C)c(O)c(CN(C)C)c12 | 66

Source: PubChem BioAssay

Rows were taken by chance. Share with any hit: about 8.9%.
